# Bioassay records from PubChem.
# Shiga toxin inh: blocks Shiga toxin action in Vero cells | Vero cells, Shiga toxin protein synthesis inhibition reporter | inhibition, % at 38.7 µM | actives 9.2% (n = 290,000); in the data active = inhibition mostly above about 28%, no sharp cut-off; inactive = mostly below about 43%; note: 0% is about no effect
# Pf growth 48h: P. falciparum growth inhibition at 48 hours (one generation) | actives 5.9% (n = 310,000) | AID 504832 | P. falciparum luciferase growth in erythrocytes, 48 h | Potency, µM (series often up to 28.7 µM), for inactives: at the top dose activity change, negative = inhibition, actives largely listed as inhibitors; note: potency is the fitted concentration of half-maximal effect; % is set by controls: 0 for no effect and ±100 for the full control effect
#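 In quantitative HTS format, infected erythrocytes bearing luciferase-reporter parasites were treated for a single generation at 37 C. Luminescence after adding detection reagent served as the growth measure.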
# Pf growth 96h: P. falciparum growth inhibition at 96 hours | P. falciparum luciferase reporter growth, 96 h | Potency, µM (highest dose often 28.7 µM), inactives show at the highest dose activity change, negative = inhibition, most hits filed as inhibitors | actives 6.9% (n = 320,000) | AID 504834; note: potency is the fitted concentration of half-maximal effect; % is set by controls: 0 for no effect and ±100 for the full control effect
#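 Readout is luminescence from an integrated firefly luciferase in P. falciparum. Red cells, 2% hematocrit and 0.05% parasitemia final, were cultured with compound through two parasite generations (96 hours) at 37 C, 5% CO2.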
# FBPA Giardia inh: Giardia lamblia aldolase inhibition; A8B2U2; purified Giardia FBPA; Potency, µM (titrated, usually from 59.6 µM), for the others: at the top dose activity, negative = inhibition, most hits filed as inhibitors; actives 0.71% (n = 290,000); AID 2451; note: potency is the fitted concentration of half-maximal effect; % is set by controls: 0 for no effect and ±100 for the full control effect; nearly all actives have a fitted effect of over 55% in size
# Target sequence (A8B2U2 whole entry, looked up): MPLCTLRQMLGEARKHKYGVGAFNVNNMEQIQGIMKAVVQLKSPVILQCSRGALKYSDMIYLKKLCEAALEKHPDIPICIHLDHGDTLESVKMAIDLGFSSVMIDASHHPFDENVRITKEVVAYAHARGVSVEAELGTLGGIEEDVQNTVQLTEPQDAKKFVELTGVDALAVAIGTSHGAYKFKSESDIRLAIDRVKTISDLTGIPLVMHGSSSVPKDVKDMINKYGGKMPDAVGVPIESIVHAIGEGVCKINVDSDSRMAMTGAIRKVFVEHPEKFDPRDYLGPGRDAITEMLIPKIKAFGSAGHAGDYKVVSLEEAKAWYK
#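 40 nM FBPA preincubated 10 min at RT with compound (up to 57.5 uM final), then substrate plus GAPDH/TPI/NAD/arsenate coupling and diaphorase/resazurin added. Fluorescence read after 20 min at RT, 525/598 nm.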
# CHX counter: counter-screen for Shiga toxin inhibitors: cycloheximide protein synthesis inhibition. cell reporter, cycloheximide protein synthesis inhibition counterscreen. max response, %. actives 12% (n = 300,000); in the data active = max response mostly above about 13%, no sharp cut-off; inactive = mostly below about 14%; note: read at 38.3 µM for the half of the compounds with a filed dose; 0% is about no effect
# HCV inh: blocks hepatitis C virus; Potency, µM (top dose mostly 41.8 µM), inactives show at the highest dose activity change, negative = inhibition, actives largely listed as inhibitors; Huh7.5.1 HCVcc-Cre infection, luciferase reporter, 44 h; actives 3.4% (n = 340,000); note: potency is the fitted concentration of half-maximal effect; % is set by controls: 0 for no effect and ±100 for the full control effect
#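 Compounds are dispensed onto cells plated 4 h earlier at 1,000 per well, with HCVcc-Cre virus (about 0.5 moi) added next. Following 44 h of culture, luminescent signal is measured for 15 sec after 15 min with substrate at room temperature.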
# The depositor's hits bear a star; ? = inconclusive; . = not tested or not shown; & = joins results of further samples; [ ] = another dose, or the depositor's remark. Unless noted, calls come from the whole dose curve; as a rule, active = well fitted curve in the direction sought with a large enough effect; inconclusive = small, poorly fitted or top-dose-only effect, or another doubt; inactive = no such curve, though single readings can be large; an effect the other way counts as inactive or inconclusive.
SMILES,Shiga toxin inh,Pf growth 48h,Pf growth 96h,FBPA Giardia inh,CHX counter,HCV inh
CC(C)CS(=O)(=O)C1=NN2C(=N)/C(=C\c3ccc(OC(=O)c4ccco4)cc3)C(=O)N=C2S1,-3,9%,6%,.,-9,16%
COc1ccc(C(=O)N/N=C(\C)CC(=O)Nc2ccc(Cl)cn2)cc1,97*,46%[activator],34%[activator],-13%,28*,13%
Cc1ccc(S(=O)(=O)NCCC(=O)NCC(c2cccs2)N(C)C)cc1C (configuration not stated),.,-1%,?,.,.,7%
CCOC(=O)Nc1ccc2c(c1)N(C(=O)CCN1CCN(CCO)CC1)c1ccccc1CC2,12,-6%,.,16%,-6,6%
COc1ccccc1N1C(N)=NC(N)=NC12CCCCC2,-3,?,13µM*,-8%,-2,14%
Cc1sc2ncn(CC(=O)NCc3ccco3)c(=O)c2c1-c1ccc(F)cc1,-6,-4%,-4%,0%,-2,-11%
Cc1nc2ccccc2c(=O)n1/N=C/c1cccs1,50,80%[activator],405%[activator],3%,25*,-12%
CCCCN(CCCC)CCCNC(=O)C12CN(Cc3ccccc3)CC1C(c1cccc([N+](=O)[O-])c1)=NO2 (configuration not stated),-9,?,?,14%,2,?
N/C(=N\OC(=O)Cc1ccccc1)c1cccc(Br)c1,48*,36%[activator],8%,1%,11,-4%
CCOC(=O)C1C(=O)NC(N2CCOCC2)=NC1c1ccco1 (configuration not stated),-19,-21%,14%,-3%,-2,?
CC(C)(C)NC(=O)/C=N/O,-1,10%,13%,4%,-6,21%
CN1CCN(S(=O)(=O)c2cccc(C(=O)Nc3sc4c(c3C(N)=O)CCCC4)c2)CC1,-11,-16%,.,-3%,1,-27%
COc1ccc(Cl)cc1NC(=O)CSc1nnc(CNC(=O)c2ccco2)o1,24,10%,?,0%,0,13%
COc1ccccc1CNC(=O)c1ccccc1C(=O)NC(C)(C)C(=O)NCc1ccccc1OC,-10,2%,13µM*,-9%,-6,13%
Cc1ccc2c(c1)Oc1ccc([N+](=O)[O-])cc1C(=O)N2,-10,?,?,2%,-6,19%
COc1cc(NC(=O)CSc2nnc(Cn3nnc4ccccc43)n2C)cc(OC)c1,26,-17%,?,-1%,-4,-12%
COc1ccc2nc(NC(=O)c3ccc(-n4nc(C)cc4C)cc3)sc2c1,-16,?,20%,1%,-3,-19%
O=C(NNC(=O)c1cc2ccccc2oc1=O)c1ccccc1,62*,45%[activator],-23%,-5%,20*,-5%
COc1ccc(NC(=O)NN2CCN(C)CC2)cc1OC,21*,32%[activator],29%,.,27*,5%
CC(=O)c1ccc(N(CC(=O)NC2CCS(=O)(=O)C2)S(=O)(=O)c2ccc(Cl)cc2)cc1 (configuration not stated),.,14%,2%,.,.,-5%

# As a short view, 2 of the compounds above:
SMILES,Shiga toxin inh,Pf growth 48h,Pf growth 96h,FBPA Giardia inh,CHX counter,HCV inh
COc1ccc(NC(=O)NN2CCN(C)CC2)cc1OC,21*,32%[activator],29%,.,27*,5%
CC(=O)c1ccc(N(CC(=O)NC2CCS(=O)(=O)C2)S(=O)(=O)c2ccc(Cl)cc2)cc1 (configuration not stated),.,14%,2%,.,.,-5%

# Going on with the list:
SMILES,Shiga toxin inh,Pf growth 48h,Pf growth 96h,FBPA Giardia inh,CHX counter,HCV inh
CC(C)(C)n1nnnc1CN1CCN(C(c2ccccc2)c2ccccc2)CC1,4,5.2µM*,-13%,-8%,10,?
C[C@@H]1O[C@@H](O[C@@H]2C=C3CC[C@@H]4C(CC[C@]5(C)[C@@H](c6ccc(=O)oc6)CC[C@]45O)[C@@]3(C)CC2)[C@H](O)[C@H](O)[C@H]1O (some centres not stated),.,-11%,-7%,.,.,0.56µM*
Cc1cccc2sc(N3CCN(C(=O)c4cccs4)CC3)nc12,.,-6%,?,.,.,6%
CC1CCc2c(sc3nc4n(c(=O)c23)CCS4)C1 (configuration not stated),34,26%,-30%,1%,32,-20%
CC(C)CNS(=O)(=O)c1ccc(S(=O)(=O)N2CCN(CCC#N)CC2)cc1,9,-3%,47%[activator],5%,-1,-2%
CN(C)C(=O)c1ccc(=O)n(Cc2ccc(Cl)cc2Cl)c1,-7,5%[0.00184 µM],16%,-8%,-5,11%
CCOc1ccccc1C(=O)NCC(=O)OCc1csc(CC(=O)Nc2ccc(C)cc2)n1,.,-1%,35%[activator],.,.,-2%
COc1ccc(-c2noc(CNC(=O)Nc3ccc(F)cc3)n2)cc1,13,8%,16%,-3%,-2,-21%
CC1=CC(C)(C)Nc2ccccc21,-10,?,26%&55%,?,9,8%&2%
CSc1nc(C)cc(OCC(=O)N/N=C/c2ccccc2O)n1,-9,-27%,?,-24%,-2,6.3µM*
COc1ccc(-n2nc(N)c(C(N)=O)n2)cc1,39,107%[activator],296%[activator],2%,33*,10%
CCOCCCN(C(=O)c1snc(C(N)=O)c1N)C(C(=O)NC(C)(C)C)c1ccc(Cl)cc1 (configuration not stated),9,?,?,10%,1,8%
Cc1nn2c(-c3ccc(F)cc3)ccnc2c1Br,5,-1%[0.00184 µM],-2%,-2%,-3,-29%
O=C1NC(=S)N/C1=C/c1ccc2ccccc2c1,37,9%,-14%,1%,5,8%
CCOC(=O)C(=Cc1ccc(-n2ccnc2)cc1)C(=O)OCC,-17,13µM*,?,-4%,-8,?
COc1ccc(N(CC(=O)NC2CCCCC2)C(=O)CNC(=O)c2cccs2)cc1,-3,7%,?,.,-5,8%
COc1ccc2c(ccn2S(=O)(=O)c2ccccc2)c1,.,-13%,3%,-6%,7,5%
Cc1ccc(C(C)(C)C)c(SCC(=O)Nc2nnc(C)s2)c1,-5,-7%,-12%,-16%,-1,?
CC(=O)c1cccc(N2C(=NC(=O)CCc3ccccc3)SC3CS(=O)(=O)CC32)c1 (configuration not stated),-11,13%,31%,-6%,-5,-2%
CN(C)/C=N/c1nc2nccc(-c3ccccn3)n2n1,32,?,5%,0%,1,17%

# Quoted at random: 6 compounds from above.
SMILES,Shiga toxin inh,Pf growth 48h,Pf growth 96h,FBPA Giardia inh,CHX counter,HCV inh
Cc1ccc(C(C)(C)C)c(SCC(=O)Nc2nnc(C)s2)c1,-5,-7%,-12%,-16%,-1,?
CN(C)/C=N/c1nc2nccc(-c3ccccn3)n2n1,32,?,5%,0%,1,17%
CC(=O)c1cccc(N2C(=NC(=O)CCc3ccccc3)SC3CS(=O)(=O)CC32)c1 (configuration not stated),-11,13%,31%,-6%,-5,-2%
Cc1nn2c(-c3ccc(F)cc3)ccnc2c1Br,5,-1%[0.00184 µM],-2%,-2%,-3,-29%
COc1ccc(-n2nc(N)c(C(N)=O)n2)cc1,39,107%[activator],296%[activator],2%,33*,10%
CCOC(=O)C(=Cc1ccc(-n2ccnc2)cc1)C(=O)OCC,-17,13µM*,?,-4%,-8,?

# Continued.
SMILES,Shiga toxin inh,Pf growth 48h,Pf growth 96h,FBPA Giardia inh,CHX counter,HCV inh
CCC1CN(C(=O)N2CCC(C(=O)NCc3ccc(C)o3)CC2)c2cc(C)ccc2O1 (configuration not stated),-6,?,14%,.,-5,?
CN(C)C(=O)/C(=C\c1ccc(-c2cccc([N+](=O)[O-])c2)o1)NC(=O)c1ccccc1,-9,?,-20%,-9%,-3,?
Cc1ccc2cc(CN(C)C(=O)C3CCCO3)c(=O)[nH]c2c1 (configuration not stated),56,32%[activator],-6%,5%,11,0%
Cc1cc(C)c(S(=O)(=O)n2nc(C)c(Br)c2C)c(C)c1,-12,-4%,.,-6%,-4,22%
N#CC1(NC(=O)CN2c3cccc4cccc(c34)S2(=O)=O)CCCCC1,.,-8%,?,.,.,9%
Cc1ccccc1N(C)S(=O)(=O)c1nnc(NC(=O)c2ccccc2F)s1,-2,-18%,32%[activator],.,10,19%
COCCNC(=O)CSc1cc(-c2ccccc2)c2ccc(OC)cc2n1,-3,?,?,0%,1,-17%
CN(C)c1ccc(C(=O)Nc2cc(C(F)(F)F)ccc2-n2cncn2)cc1,-12,18%,22%[5.75 µM],4%,-3,-19%
Cc1ccc(-n2c(=O)c3c4c(sc3n3c(=S)[nH]nc23)CCC4)cc1,-7,-15%,?,-4%,-3,-20%
CSc1cccc(-n2cc(-c3ccc4c(c3)OCO4)[nH]c2=O)c1,83*,43%[activator],?,-4%,29*,-18%
O=C(Nc1cccc(S(=O)(=O)N2CCCCC2)c1)c1cc2ccccc2o1,.,?,-106%,.,.,?
Oc1c(N=Nc2ccccc2)sc2ccccc12,61*,223%[activator],-92%,-13%,40*,?
NS(=O)(=O)c1ccc(CNC(=O)c2cc(=O)c3cc(Cl)ccc3o2)cc1,-3,.,12%,-3%,-3,-11%
CCCCn1c(-c2ccc(F)c(F)c2)nc2cc3[nH]c(=O)c(C(C)C)nc3cc21,2,-80%,?,-13%,-2,?
CCCc1cc(=O)n2nc(N3CCC(C(=O)Nc4c(F)c(F)c(F)c(F)c4F)CC3)sc2n1,-10,-19%,?,.,-3,-27%
CCn1c2ccccc2c2cc(C3C(C#N)=C(N)Oc4n[nH]c(COC)c43)ccc21 (configuration not stated),12,4%,-1%,-7%,6,?
COc1ccccc1Nc1ccc(C(=O)NCc2cccs2)cn1,5,-7%,25%,13%,-2,-15%
O=C(NCCc1ccccc1)C1CCCN(S(=O)(=O)c2cccnc2)C1 (configuration not stated),14,-4%,11%,14%,14,3%
COc1ccc(C2/C=C\CN(C(=O)Nc3ccc(C(F)(F)F)cc3)CC(=O)N2Cc2ccc(F)cc2)cc1 (configuration not stated),-7&-5,?,?,-9%&-7%,9&-1,11%[8.37 µM]
CC1CC(C)(C)NC(=S)N1CC(=O)NCc1ccc2c(c1)OCO2 (configuration not stated),-2,-4%,16%,-1%,-1,12%
Cc1nc2ccccc2c(=O)n1CCc1ccc(O)cc1,-5,4%,-4%,3%,12,2%
COCCCn1c(SCC(=O)OC2CCCCC2)nnc1-c1ccco1,19,?,?,4%[12.9 µM],17*,18%
CCc1ncc(C)nc1CC,-5,24%,20%,1%,-4,19%
CN(Cc1cnccn1)C(=O)c1cc(COc2cccc(C(F)(F)F)c2)on1,60*,-2%,-9%,-3%,37*,-14%
CSc1ccc(S(=O)(=O)NCCCn2ccnc2)cc1,-6,-17%,?,-1%,-1,3%
C=CCN1C(c2ccc(Br)cc2)=CS/C1=C(/C#N)c1nnc(N2CCOCC2)n1-c1ccccc1,6,?,?,-5%,7,?
COc1ccc(/C=N/N2CCN(c3ccc(Cl)cc3)CC2)cc1,.,74%[activator],63%[activator],-5%,-2,-2%
Cn1c(SCC(=O)NC2CCCCC2)nnc1-c1ccccc1O,-7,6%,?,.,-1,9%
COc1ccc(N2CCN(CC(O)COCc3ccccc3)CC2)cc1 (configuration not stated),-15,-7%,353%[activator],-12%,2,-14%
O=C(NC1CCCc2ccccc21)c1ccc(=O)[nH]c1 (configuration not stated),1,31%[activator],?,6%,6,-6%
CC(=O)c1cccc(NC(=O)C(C)OC(=O)CN2C(=O)NC(C)(C)C2=O)c1 (configuration not stated),.,6%,-14%,.,.,20%
CCc1sc(C(=O)NC(C)C2CCCO2)cc1Br (configuration not stated),32,0%,?,-15%,2,9%
C#CNC(=O)C1(CC=C)CCNCC1,.,?,75%[activator],.,.,?
O=S(=O)(/N=C/c1c(O)ccc2ccccc12)c1ccccc1,18,0%,0%,?,11*,1%
CCN(CC)CCCNC(=O)c1cc2c(Cl)nc3ccccc3c2s1,-4,?,?,1%,-3,?
Cc1cccc(Oc2ccccc2NC(=O)CSCC(=O)Nc2cc(C)on2)c1,.,?,?,.,.,?
O=C(CCCC(=O)N1CCN(c2ccc([N+](=O)[O-])cc2)CC1)c1ccccc1,-23,-30%,?,-2%,-3,?
O=C(NC(=S)N1CCc2ccccc21)c1ccco1,14,6%,16%,?,9,10%
Clc1ccc(-c2nnc(COc3ncnc4sccc34)o2)cc1,34*,13%,77%[activator],-1%,34*,7%
CCOC(=O)c1sc(NC(=O)C2CCCO2)c(C(=O)OCC)c1C (configuration not stated),-8,39%[activator],-16%,-12%,4,14%
COC(=O)c1ccccc1NC(=O)Cn1cnc([N+](=O)[O-])c1,-5,5%,?,1%,-2,-9%
